All columns: NCI-60 one-dose screen, growth in % after 48 h at 10 µM unless noted; 100 = growth as untreated, 0 = no growth, -100 = all killed.
SR: SR leukemia cells. 73,000 tested, 8.7% active. AID 1794780
MDA-MB-468: MDA-MB-468 breast cancer; AID 2202374; 78,000 tested, 8.5% active
RPMI-8226: RPMI-8226 leukemia cells. 77,000 tested, 7.5% active
K-562: K-562 leukemia; 78,000 tested, 7.4% active; AID 1794777
MCF7: MCF7 breast cancer. 82,000 tested, 6.3% active. AID 1794796
MDA-MB-231: MDA-MB-231 breast cancer; 81,000 tested, 5% active; AID 1794789
CCRF-CEM: CCRF-CEM leukemia. 77,000 tested, 7% active
MOLT-4: MOLT-4 leukemia cells. 80,000 tested, 6.9% active
* = called active by the depositor; · = not tested or not shown; & = joins results of further samples; [ ] = remark or other dose. Rule for the calls: active = growth percent below 10; inactive = the rest.

Second line of a record – SR, MDA-MB-468, RPMI-8226, K-562, MCF7, MDA-MB-231, CCRF-CEM, MOLT-4
> CC(=O)OC(C)c1cccc(C#N)c1 (configuration not stated)
    104, 105, 102, 103, 101, 108, 98, 102
> C=Cc1cnc(Nc2ccc(OC)cc2)nc1NCCCNC(=O)C1CCC1
    9.9*, 46, 44, 34, 54, -6.6*, 28, 24
> O=C(CN(C1CCCCC1)C1CCCCC1)Nc1ccc(S(=O)(=O)c2ccc(NC(=O)CN(C3CCCCC3)C3CCCCC3)cc2)cc1
    -51*, -55*, -67*, -30*, -41*, -49*, -60*, -25*
> O=[N+]([O-])c1ccc2c(N=Nc3ccc4ccccc4c3O)c(O)cc(S(=O)(=O)O)c2c1
    90, 106, 97, 96, 99, 74, 64, 92
> CCOC(=O)C1=C(C)N(c2ccc(C#N)cc2)C2(O)C=CC(O)=C(C#N)C12C#N (configuration not stated)
    95, ·, 96, 100, 100, 109, 92, 84
> COC(=O)[C@@H]1CSCN1C(=O)C1=C(C)NC(=S)NC1c1cccc(O)c1 (some centres not stated)
    94, ·, 78, 94, 111, 107, 95, 100
> CC1(C)CC[C@]23CC[C@]4(C)[C@H](CC[C@@H]5[C@H]6C[C@]7(Nc8ccccc8C7=O)C(C)(C)[C@@H]6CC[C@]54C)[C@H]2C1OC3=O
    92, 106, 86, ·, 93, 92, 75, 83
> CN(C)N=Nc1nn(C(=O)Nc2ccc(Cc3ccccc3)cc2)c2ccc(Cl)cc12
    ·, 125, 85, 87, 90, 109, 96, ·
> CC1=NNC(=O)C1CCC(=O)N/N=C(\C)c1ccc2ccccc2c1 (configuration not stated)
    ·, 119, 107, 98, 99, 111, 105, 89
> CCCN1C2CCC1/C(=C\c1ccc(OC)cc1)C(=O)/C2=C/c1ccc(OC)cc1
    45, 56, 41, 36, 76, 75, 67, 55
> COc1cc(-n2nnc3c4nc(-c5ccc([N+](=O)[O-])cc5)oc(=O)c4c(C)nc32)cc(OC)c1OC
    92, 99, 101, 96, 105, 112, 97, 105
> O=C(O)/C(=C\c1ccc([N+](=O)[O-])cc1)c1cccc(Cl)c1
    95, ·, 102, 107, 103, 107, 95, 97
> CCC(=O)Nc1cccc(C(=O)Nc2cccc(NC(C)=O)c2)c1
    ·, 96, 103, 93, 102, 129, 103, 94
> O=C(Nc1cc(C(F)(F)F)ccc1Cl)C(Cl)Cl
    87, ·, 100, 99, 101, 121, 90, 96
> COc1ccc2c(c1)oc1c(C)c3c(c(C)c12)C(=O)N(O)C3=O
    94, 107, 97, ·, 108, 106, 83, 84
> COc1ccc(-n2nnc3c4nc(-c5ccc(Cl)cc5)oc(=O)c4c(C)nc32)cc1
    98, 107, 102, 99, 97, 107, 102, 103
> Cc1c/c(=N\NC(=O)Nc2ccc(C(F)(F)F)cc2)oc2cc(O)ccc12
    97, 110, 90, 78, 103, 94, 96, 97
> CCOC(=O)c1c(C)oc2cc3c(C(=O)OCC)c(C)oc3cc12
    86, 109, 93, 98, 99, 105, 89, 89
> O=C(NCc1cccc(Cl)c1)C1=NOC(Cc2nc3ccccc3o2)C1 (configuration not stated)
    81, 109, ·, 96, 97, 119, ·, 91
> Clc1ccc2oc3c(OCCCN4CCOCC4)c4ccccc4nc3c2c1
    21, 76, 71, 52, 64, 67, 58, 14
> O=C(NNS(=O)(=O)c1ccc([N+](=O)[O-])cc1)c1ccccc1
    87, 93, 105, 121, 104, 98, 95, 101
> S=C1SCN(Cc2ccccc2)CN1Cc1ccccc1
    53, 39, 17, 46, 18, 85, 40, 71
> O=C(O)CC(Cl)C(Cl)CC(=O)O (configuration not stated)
    0.3*, 114, 99, 103, 105, 117, 90, 97
> O=C1C=C(O)C(c2ccccc2)=CC1=O
    ·, 105, 113, 123, 99, 102, 111, 114
> O=C1/C(=C/c2ccc(OCCCc3ccccc3)cc2)Oc2cc(O)ccc21
    ·, 81, 71, 76, 81, 90, 19, 65
> Cn1c(N)c([C@H]2c3ccccc3Oc3c2c(=O)n(C)c(=O)n3C)c(=O)n(C)c1=O
    99, 95, 106, 97, 89, 96, 114, 101
> CC[N+](CC)(CCOCCOCC[N+](CC)(CC)Cc1ccc([N+](=O)[O-])cc1)Cc1ccc([N+](=O)[O-])cc1
    107, 98, 97, 98, 104, 91, 102, 85
> CCN(CC)c1cc(Cl)ccc1C
    102, 102, 98, 102, 121, 90, 124, 101
> CN(C)C/C=C/C(=O)Nc1cc2c(Nc3ccc(F)c(Cl)c3F)ncnc2cc1OCCOC(F)F
    15, -41*, 11, 5.5*, 20, -1.2*, 26, 4.3*
> O=C1CCCc2cc(OCC(=O)N3CCCCC3)ccc2N1
    104, 107, 101, 106, 94, 105, 98, 102
> Cc1ccc(S(=O)(=O)c2nc(-c3ccccc3)oc2SCC(=O)Nc2ccc(F)cc2)cc1
    87, 101, 88, 91, 80, 64, 100, 102
> COc1cc(Nc2nc3ccccc3cc2C(=O)Nc2ccc(F)cc2)cc(OC)c1OC
    58, 84, 43, 41, 33, 53, 52, 51
> Cc1cc(C)c2[nH]c(=O)c3c4ccccc4[nH]c3c2c1
    76, 87, 87, 88, 85, 86, 104, 96
> O=C(Nc1ccccc1)C1CN(Cc2ccc(C(F)(F)F)cc2)CCS1 (configuration not stated)
    98, 104, 111, 103, 99, 94, 95, 102
> COc1ccc2nc(-c3cc4c([nH]c5ccccc54)c(-c4cc(OC)c(OC)c(OC)c4)n3)[nH]c2c1
    54, 77, 28, 33, 74, 71, 35, 34
> Cc1c(-c2nn(-c3ccccc3)cc2/C=N\O)nnn1-c1ccc(Cl)cc1
    100, 109, 103, 96, 102, 104, 101, 101
> Cc1ccc(NC(=O)N=c2oc3c(C)cccc3cc2-c2cc3ccccc3[nH]2)cc1
    120, ·, 116, 107, 85, 73, 104, 110
> CC(=O)OCCCC(CCCOC(C)=O)OC(C)=O
    96, 116, 108, 109, 97, 133, 112, 100
> O=C(O)c1ccc(-n2cc(/C=N/Nc3cc(F)ccc3F)c(-c3ccc(F)cc3F)n2)cc1
    73, 111, 52, 68, 62, 64, 60, 56
> O=C1/C(=C2\SC(=S)N(C3CCCCCCC3)C2=O)SC(=S)N1C1CCCCCCC1
    102, 116, ·, 106, 98, 103, 90, 104

Compound profiles (already shown).
Listed for `CC(=O)OCCCC(CCCOC(C)=O)OC(C)=O` = SR: 96; MDA-MB-468: 116; RPMI-8226: 108; K-562: 109; MCF7: 97; MDA-MB-231: 133; CCRF-CEM: 112; MOLT-4: 100
Listed for `O=C1/C(=C2\SC(=S)N(C3CCCCCCC3)C2=O)SC(=S)N1C1CCCCCCC1` = SR: 102; MDA-MB-468: 116; RPMI-8226: ·; K-562: 106; MCF7: 98; MDA-MB-231: 103; CCRF-CEM: 90; MOLT-4: 104
Listed for `S=C1SCN(Cc2ccccc2)CN1Cc1ccccc1` = SR: 53; MDA-MB-468: 39; RPMI-8226: 17; K-562: 46; MCF7: 18; MDA-MB-231: 85; CCRF-CEM: 40; MOLT-4: 71

Continuation.
Second line of a record – SR, MDA-MB-468, RPMI-8226, K-562, MCF7, MDA-MB-231, CCRF-CEM, MOLT-4
> CCOC(=O)Nc1ccccn1
    95&95, 112&108, 96&106, 98&94, 112&99, 121&111, 78&104, 89&96
> CCSc1nc(-c2cccs2)n2nc(-c3ccco3)cc2n1
    93, -37*, 54, 100, 33, 92, 89, 115
> CC(O)C(=O)N(C)c1ccccc1 (configuration not stated)
    142, 105, 112, 125, 108, 131, 107, 122
> CC(=O)Nc1nc2[nH]ccc2c(=O)[nH]1
    106, 105, 112, 106, 100, 108, 105, 109
> Cc1ccc(C(=O)O)c([N+](=O)[O-])c1OCc1ccccc1
    98, 110, 99, 111, 93, 106, 95, 96
> Cc1ccc(S(=O)(=O)N2CCN(S(=O)(=O)c3oc(-c4ccccc4)nc3C#N)CC2)cc1
    31, 66, 75, 66, 48, 100, 76, 57
> Cn1cc(-c2ccc3ncc(-c4ccc(CC(=O)Nc5cc(C(C)(C)C)nn5C)cc4)cc3c2)cn1
    12[30 µM], -2.1*[30 µM], ·, 7.0*[30 µM], 2.2*[30 µM], 36[30 µM], -15*[30 µM], -22*[30 µM]
> CC1(C)NC2=C(C(Nc3cccnc3)N1)C(c1ccc([N+](=O)[O-])cc1)C(C(=O)c1ccc(N=[N+]=[N-])cc1)O2 (configuration not stated)
    102, 115, 115, 101, 97, 102, 99, 102
> CC1CCCN(CCCCCOc2ccc3oc4ccccc4c(=O)c3c2)C1 (configuration not stated)
    36, 52, 51, 17, 63, 68, 71, 49
> Cc1c(C(=O)NCCCC(=O)NO)sc2ncnc(Nc3ccc(NC(=O)Nc4cccc(C(F)(F)F)c4)cc3)c12
    103, 106, 104, 104, 95, 99, 108, 102
> COc1ccc2cc(C3=CCCC3(C)C(=O)O)ccc2c1 (configuration not stated)
    ·, 111, 109, ·, 101, ·, 110, ·
> O=Cc1cc(Br)cc(Br)c1O
    88, 126, 103, 91, 99, 114, 108, 89
> NC(=O)CCn1c2ccc(-n3ccnc3)cc2c2ccc(CCC(=O)O)cc21
    92[100 µM], 104[100 µM], 92[100 µM], ·, 91[100 µM], 84[100 µM], 85[100 µM], 96[100 µM]
> NCCCNc1nc2ccccc2c2c(=O)c3cccc(Cl)c3sc12
    ·, -80*, ·, -21*, -87*, -18*, 2.5*, -23*
> N#Cc1ccc(NC(=O)Nc2ccc(Cc3ccc(NC(=O)Nc4ccc(C#N)cc4)cc3)cc2)cc1
    ·, -7.7*, -2.1*, 11, 6.8*, ·, 17, 12
> COc1cc2c3c(c1O)-c1cc4c(cc1CC3OCC2)OCO4 (configuration not stated)
    85, 88, 85, 100, 79, 82, 90, 113
> O=C1CCC(N2Cc3c(C#CCCCNC(=O)c4ccc(NC(=O)[C@@H]5NC6(CCCCC6)[C@@]6(C(=O)Nc7cc(Cl)ccc76)[C@H]5c5cccc(Cl)c5F)cc4)cccc3C2=O)C(=O)N1 (some centres not stated)
    ·, 39, 44, ·, 5.5*, 52, 48, ·
> COc1c2c(c(CCC(=O)O)c3c1C=CC(C)(C)O3)OC(C)(C)C=C2
    97, 97, 104, 86, 100, 114, 101, 80
> COc1ccc(C2=C(Br)C(=O)c3nc(C)ccc3C2=O)cc1
    17, 87, 73, 37, 75, 73, 30, 41
> O=C1OC(c2ccccc2)(c2ccc3cc(O)ccc3c2)c2ccccc21 (configuration not stated)
    43, 101, 63, ·, 107, 95, 64, 58
> Brc1ncnc2nc[nH]c12
    82, ·, 66, 103, 93, 104, 109, 97
> COc1ccc(NC(=O)/C=C/c2ccccc2)cn1
    108, 107, 104, 104, 101, 104, 101, 97
> O=C1CCS(=O)(=O)CC1
    ·, 102, 104, 92, 96, 116, 93, 88
> Cc1nc(N)[nH]c(=O)c1CCCNS(=O)(=O)c1ccc(C(=O)CBr)cc1
    86, 108, 101, 108, 94, 101, 92, 101
> CCN1C2CCC1/C(=C\c1ccc(OC)cc1OC)C(=O)/C2=C/c1ccc(OC)cc1OC
    48, 63, 39, 51, 81, 71, 58, 55
> COc1cc(-c2n[nH]nc2-c2cccnc2)cc(OC)c1OC
    ·, 107, 93, 81, 105, 103, 104, 74
> N/N=C(/Cc1ccccc1)NNC(N)=S
    99, 115, 100, 103, 89, 111, 94, 98
> CC(=O)c1ccc(OCc2ccccc2)c(OCc2ccccc2)c1
    90, 122, 102, 94, 98, 104, 101, 90
> COC(=O)[C@H](Cc1ccc(O)cc1)NC(=O)C1(C)CCC[C@]2(C)[C@H]3C[C@H]4C(C(C)C)=C[C@]3(CC[C@@H]12)[C@@H]1C(=O)OC(=O)[C@@H]14 (some centres not stated)
    133, 87, 99, 118, 101, 96, 103, 107
> Cc1cc(N=C2NC(=O)/C(=C/C=C\c3ccccc3)S2)no1
    ·, 72, 96, ·, 43, 83, ·, ·
> COc1cc(C)ccc1Oc1nc(Nc2ccc(N3CCOCC3)cc2)ncc1N=Cc1cc(C(F)(F)F)cc(C(F)(F)F)c1
    50, 71, 70, 38, 46, 83, 82, 45
> COc1cc(/C=C/C(=O)CC(=O)/C=C/c2ccc(OC(=O)c3cccs3)c(OC)c2)ccc1OC(=O)c1cccs1
    46, ·, 86, 78, 88, 96, 57, 52
> NC(=O)c1ccc2nc3c(n2c1)C(=O)C(=O)c1ccccc1-3
    -4.9*, -58*, -28*, -28*, -56*, -17*, -1.5*, -38*
> CC1(C)O[C@H]2OC3CCC(=O)CC3(O)[C@H]2O1 (some centres not stated)
    107, 99, 96, 95, 108, 113, 106, 112
> CCCCOC(=O)c1ccc(NC(=O)CN2CCOCC2)cc1
    90, 95, 93, 94, 95, 92, 85, 88
> Nc1nc(=S)[nH]c(=S)[nH]1
    91, 99, 92, 102, 97, 91, 99, 100
> COc1ccccc1OCC(O)CN1CCN(CC(=O)Nc2c(C)cccc2C)CC1 (configuration not stated)
    101, 95, 110, 96, 99, 109, 110, 109
> Cc1cc(Cl)ccc1NC(=O)Nc1ccc2oc(=O)ccc2c1
    87, 110, 95, 101, 96, 108, 102, 103
> Brc1ccc(-c2cc(-n3nnnc3-c3ccccc3)no2)cc1
    106, 116, 99, 95, 105, 113, 95, 105
> CCN(CC)CCOc1ccc(/C(=C(\C)Cc2ccc(OC)cc2)c2ccc(O)cc2)cc1
    -52*, -19*, -33*, -57*, -15*, 24, -3.5*, -9.0*
> COc1ccc(OC)c2c1nnc1c3cccnc3c(C#N)n12
    110, 95, 104, 103, 93, 103, 107, 118
> CC1(C)CC[C@]2(CO)CC[C@]3(C)C(=CC[C@@H]4[C@@]5(C)C[C@H](O)CC(C)(C)[C@@H]5CC[C@]43C)[C@@H]2C1
    88, 105, 94, 94, 87, 100, 96, 90
> S=C(NNC(=S)Nc1ccc(Cl)cc1)Nc1ccc(Cl)cc1
    70, 90, 62, 43, 79, 74, 87, 66
> NNc1cc(Cl)c(S(=O)(=O)O)cc1Cl
    ·, ·, 88, 93, 112, 91, 104, 91
> CCN(CC)C(C)(O)CN (configuration not stated)
    113, 98, 101, 160, 98, 112, 98, 123
> Cc1cc(=O)n2nnc3cc(C#N)ccc3n12
    104, 116, 111, 94, 98, 110, 100, 95
> CC1CC(=O)CC(C)(C#N)C1 (configuration not stated)
    99, 106, 103, 89, 98, 102, 105, 94

Screening results deposited in PubChem by NCI.
